Source: PubChem
SKN-1 inh: C. elegans SKN-1 inhibition; C. elegans VP596 Pgst-4::GFP/RFP ratio, acrylamide-induced, 24 h; inhibition, % at 21.8 µM; 360,000 compounds, 0.49% hits;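 active = interference check ratio from 0.5 to 1.5 plus GFP to RFP signal ratio inhibition reaching or exceeding a fixed threshold, cut at about 30% in these data, passing the limit was not always enough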; note: some compounds called inactive have numbers as strong as hits
Neddyl block: inhibitors of human cullin neddylation. P61081+Q13564. calls only at 25 µM. AID 651699. TR-FRET cullin neddylation, biochemical. 360,000 compounds, 0.58% hits; in the data active = inhibition above about 36%
MT1-MMP act inh: inhibitors of human MT1-MMP activation | P50281 | GFP/RFP ratio change, % at 20 µM | HT1080 RFP-PRO-GFP cells, GFP/RFP ratio fluorescence, overnight; percent of plate control window, DMSO zero | 360,000 compounds, 0.061% hits | AID 651647;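 active = GFP/RFP ratio change of at least 30% with cell ATP level not reduced by more than half and red fluorescence within 50% of control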; note: strong numbers were not always called active
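Assay system: RFP-PRO-GFP reporter HT1080 cells; read-out basis: GFP/RFP fluorescence ratio; benchmarks: DMSO wells and RFP-L50D-GFP cells; doses: 20 µM single dose, 1% DMSO; schedule: overnight cell settling, then overnight compound exposure, 37 °C, 5% CO2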
Rin1 Abl inh: blocks binding of human Rin1 to Abl; 360,000 compounds, 0.4% hits; AID 588664; P00519+Q13671; inhibition, % at 7.35 µM; TR-FRET Rin1/Abl binding, biochemical; in the data active = inhibition above about 5%, passing the limit was not always enough
eLon inh: E. coli protease La inhibition. 360,000 compounds, 0.42% hits. purified E. coli Lon protease, fluorescence polarization. inhibition, % at 7.94 µM. P0A9M0; in the data active = inhibition above about 13%, passing the limit was not always enough;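 note: 0% = enzyme with probe and DMSO and 100% = no enzyme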
bovine MsrA act: activates bovine MsrA enzyme; purified bovine MsrA, absorbance read-out; activation, % at 10.6 µM; 360,000 compounds, 0.3% hits; AID 602163; in the data active = activation above about 7.5%;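 note: 0% = vehicle and 100% = reference activator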
MsrA inh: inhibitors of bovine MsrA; purified bovine MsrA, absorbance read-out; AID 651718; inhibition, % at 15.5 µM; 360,000 compounds, 0.75% hits; in the data active = inhibition above about 4.5%;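 note: 0% = vehicle wells with enzyme and 100% = reference inhibitor wells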
CendR NRP1 mod: modulators of CendR peptide binding to human neuropilin-1; O14786; FAM-RPARPAR peptide binding to NRP-1, fluorescence polarization; inhibition, % at 25 µM; 360,000 compounds, 0.85% hits;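 active = inhibition or corrected inhibition above about 18%, plus a signal ratio from 0.5 to 1.5, limit read from the data, passing the limit was not always enough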; note: strong numbers were not always called active
Target sequence (O14786 whole entry, looked up): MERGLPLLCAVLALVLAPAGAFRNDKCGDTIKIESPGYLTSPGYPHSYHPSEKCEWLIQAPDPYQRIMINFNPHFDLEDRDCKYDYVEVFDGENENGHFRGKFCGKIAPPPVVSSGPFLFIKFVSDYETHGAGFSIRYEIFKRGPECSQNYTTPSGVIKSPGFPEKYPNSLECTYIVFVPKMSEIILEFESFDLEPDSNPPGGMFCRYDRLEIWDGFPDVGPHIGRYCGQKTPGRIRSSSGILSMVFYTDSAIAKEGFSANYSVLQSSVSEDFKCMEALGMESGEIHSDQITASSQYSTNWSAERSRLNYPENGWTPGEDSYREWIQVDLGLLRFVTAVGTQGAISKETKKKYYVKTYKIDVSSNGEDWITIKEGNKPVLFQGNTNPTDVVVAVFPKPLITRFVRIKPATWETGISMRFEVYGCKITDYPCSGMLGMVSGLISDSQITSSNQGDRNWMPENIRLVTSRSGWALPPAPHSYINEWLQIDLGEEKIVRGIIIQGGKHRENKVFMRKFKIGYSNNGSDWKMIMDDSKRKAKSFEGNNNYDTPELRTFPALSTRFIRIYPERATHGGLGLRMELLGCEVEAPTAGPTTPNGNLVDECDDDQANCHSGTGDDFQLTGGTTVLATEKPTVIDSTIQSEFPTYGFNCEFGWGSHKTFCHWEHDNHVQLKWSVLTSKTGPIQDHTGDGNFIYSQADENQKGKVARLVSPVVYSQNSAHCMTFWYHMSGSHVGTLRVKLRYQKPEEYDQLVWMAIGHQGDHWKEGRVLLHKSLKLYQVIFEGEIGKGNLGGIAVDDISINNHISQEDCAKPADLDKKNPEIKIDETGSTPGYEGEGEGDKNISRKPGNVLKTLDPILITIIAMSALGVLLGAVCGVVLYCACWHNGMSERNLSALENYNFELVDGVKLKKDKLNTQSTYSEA
FAS-TE inh: inhibitors of human fatty acid synthase thioesterase domain; P49327; recombinant FAS-TE, OMFH fluorogenic substrate, fluorescence endpoint; inhibition, % at 15 µM; 360,000 compounds, 0.67% hits;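 active = compounds whose normalised, plate-corrected inhibition of enzyme fluorescence in the single-dose primary screen is 50% or more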;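 note: 0% = DMSO with enzyme and 100% = substrate without enzyme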
* = called active by the depositor; i = inactive; x = no result given.

SMILES	SKN-1 inh	Neddyl block	MT1-MMP act inh	Rin1 Abl inh	eLon inh	bovine MsrA act	MsrA inh	CendR NRP1 mod	FAS-TE inh
CC(C)(C)C(=O)Nc1ccccc1C(=O)OCC(=O)c1ccc2c(c1)OCCO2	0	i	3	0	9	-4	0.4	-8	34
O=C(C[C@H]1C/C=C\CC[C@@H](Cc2ccc(F)cc2)C(=O)O[C@H](c2ccccc2)CNC1=O)N[C@H](CO)Cc1ccccc1	11	i	0	1	-5	-5	-1.2	0	8
CCc1ccc(C(C)NC(=S)NCc2ccc(F)cc2)cc1 (stereo not drawn)	5	i	4	-1	-5	0	0.8	8	24
Nc1c(-c2ccccc2)n[nH]c1-c1ccccc1	-1	x	-6	0	-6	-2	1.5	3	1
CCOc1ccc2nc(C)cc(C(=O)O)c2c1	10	x	6	3	2	-6	0.2	10	-8
O=C(Nc1cc(C(F)(F)F)ccc1N1CCOCC1)c1c(F)c(F)c(F)c(F)c1F	5	i	-3	1	0	-13	-0.2	7	-6
O=C(Nc1ccc(F)cc1Cl)c1ccc2c(=O)n3c(nc2c1)CCC3	9	i	4	2	-3	-9	0.2	-2	-1
O=C(c1ccccc1F)N(Cc1ccccc1)C1CCS(=O)(=O)C1 (stereo not drawn)	-12	i	0	3	-2	-13	0.3	-4	-7
COc1cc(CN(CC(C)C)S(=O)(=O)c2ccccc2Br)cc(OC)c1	5	i	-7	1	-6	-2	-0.1	9	24
CCC(C)C1Nc2ccc(C(=O)NCc3ccc4c(c3)OCO4)cc2NC1=O (stereo not drawn)	18	i	0	-1	2	-2	0.1	-1	-5
COc1ccc(N2C(=O)C(Cl)=C(Nc3ccccc3OC)C2=O)cc1	13	i	2	-2	-1	-4	1.9	5	10
Cc1ccccc1NS(=O)(=O)c1ccc(C(=O)NCC(c2ccco2)N(C)C)cc1 (stereo not drawn)	6	i	3	3	-10	-3	1.3	4	-8
CC1(C)CC(=O)c2c(nc(SCC(=O)Nc3nsc(-c4ccccc4)n3)c(C#N)c2-c2ccccc2)C1	5	i	-6	-6	-1	0	1.3	0	44
CCOC(=O)c1cc(-c2ccccc2)sc1NC(=O)C(C)Sc1nnnn1C (stereo not drawn)	-17	i	-12	0	-4	-3	0.6	-8	25
COc1ccc(NC(=O)CC(C)NCCCN2CCCC2=O)cc1 (stereo not drawn)	7	i	1	3	-6	-1	0.2	-1	-3
CCOC(=O)CSc1nc(C(C)C)nc2ccccc12	-8	i	2	-4	-18	-5	1.6	2	1
ON1C2CCCCC2N(O)C1c1c(F)c(F)c(F)c(F)c1F (stereo not drawn)	-4	i	-4	-2	-2	-1	0.6	-3	-14
COc1ccccc1NC(=O)C(C)OC(=O)C1CCC(C(C)(C)C)CC1 (stereo not drawn)	15	i	1	2	-2	1	0.5	15	28
CCCC[N+](CC#Cc1ccccc1)(CCCC)CCCS(=O)(=O)[O-]	-11	i	-1	4	-7	-12	0.5	-8	-6
COc1ccc(OCC(=O)NCCc2ccc(S(N)(=O)=O)cc2)cc1	-13	i	2	-2	-6	7	-0.9	-13	-7
Cc1cc(C(=O)COC(=O)c2ccc[nH]c2=O)c(C)n1C	4	i	4	2	-3	-2	2.1	0	-12
CC(C)(C)NC(=O)CN(C(=O)CCC(=O)Nc1nccs1)c1ccccc1F	4	i	-1	-3	-10	-3	0.1	-1	-3
Cc1cccc(C(C#N)c2nc3ccccc3nc2C(F)(F)F)c1 (stereo not drawn)	-8	i	2	-1	1	0	2.3	1	14
COc1cccc(-n2ccnc2SCC(=O)Nc2cc(OC)ccc2OC)c1	-34	i	3	0	-5	-14	-0.2	4	3
CCc1cccc(CC)c1NC(=O)COC(=O)c1ccc2c(c1)S(=O)(=O)c1ccccc1C2=O	0	i	-4	-2	-5	-4	-0.1	3	-4
SMILES	SKN-1 inh	Neddyl block	MT1-MMP act inh	Rin1 Abl inh	eLon inh	bovine MsrA act	MsrA inh	CendR NRP1 mod	FAS-TE inh
COc1ccc(S(=O)(=O)N2CCNCC2)cc1	-3	i	1	-1	-6	-1	-0.2	2	-4
COc1cccc(CNCCNC(=O)c2ccco2)c1OC	-7	i	-2	0	7	-2	1.2	2	-7
Cc1ccccc1C(=O)Nc1scc(-c2ccc(Br)cc2)c1C(=O)O	-4	i	-4	-3	-1	-2	1.0	-15	-2
CCOc1ccccc1CNCCN1CCOCC1	1	i	5	1	5	-1	0.5	-8	-7
Cc1cc(NC(=O)c2sccc2C)n(-c2nc3ccccc3[nH]2)n1	7	i	6	2	-3	-2	0.3	-4	38
COc1ccccc1CNC(=O)CCc1cn(C)c2ccccc12	5	i	1	-1	10	-2	-0.6	-1	-1
COc1cccc(OCc2cc(C(=O)NCC3CCCCC3)no2)c1	4	i	1	1	-1	-2	0.5	7	9
O=S(=O)(NCc1ccccn1)c1cc(C(F)(F)F)ccc1Cl	4	i	-1	-1	9	1	1.7	1	-2
O[C@@H]1CN(Cc2cccs2)[C@@H](c2ccc(Cl)cc2)C[C@H]1n1cc(-c2ccc(F)cc2)nn1	3	i	3	0	12	-8	1.1	-11	13
CCOC(=O)N1CCN(C(=O)c2cc3c(s2)-c2c(C)cccc2OC3)CC1	-7	x	2	0	-2	-3	1.6	12	8
Cc1cc(-c2ccccc2)nc(N/N=C/c2ccccc2F)n1	-4	i	-1	-1	7	-9	0.8	5	21
CC(COc1ccccc1)OC(=O)Nc1ccccc1 (stereo not drawn)	13	i	1	-1	-8	-2	0.1	3	11
CC(=O)c1ccccc1N(C(=O)c1ccco1)C(C(=O)NC1CCCC1)c1ccc(C)cc1 (stereo not drawn)	3	i	-5	0	1	-2	-0.8	1	2
O=C(CCN1CCN(Cc2ccccc2)CC1)NNC(=O)c1ccc(Cl)c(Cl)c1	0	i	5	-2	-6	-2	-0.1	-4	7
Cc1cc(C)c(Cn2c3ccccc3c3cnn(CC(=O)NCc4ccccn4)c(=O)c32)c(C)c1	-6	i	-3	-3	-1	-2	-0.5	7	4
CCOc1ccc(N(CC(=O)NCCc2ccc(OC)cc2)S(C)(=O)=O)cc1	12	i	1	-2	-6	-3	0.0	9	-2
C[C@@H]1CN([C@H](C)CO)S(=O)(=O)c2ccc(Br)cc2O[C@H]1CN(C)S(C)(=O)=O	4	i	-2	-1	-6	-2	-0.5	1	-10
CCCN1CCN(CCCNC(=O)CCn2nc(-c3ccccc3)ccc2=O)CC1	-3	i	0	-1	2	-1	0.1	0	-5
Cc1noc(C)c1COC(=O)C1COc2ccccc2O1 (stereo not drawn)	-10	i	2	2	-3	2	-0.3	16	-3
Cc1ccc(CNS(=O)(=O)c2ccc3c(c2)CCN3C(=O)C2CCC2)cc1	3	i	6	-1	4	-1	-0.4	7	-2
COc1ccc(CCNC(=O)c2cc3c(F)cccc3s2)cc1OC	-1	i	3	-4	7	-2	0.1	0	5
Cc1cc(Cl)c(S(=O)(=O)NCc2cccnc2)cc1OCC(=O)NC1CCCCC1	12	i	4	4	-7	1	1.0	-3	-3
COC(=O)c1ccccc1NC(=O)CN(C1CCCCC1)S(C)(=O)=O	9	i	0	-2	1	0	1.5	-2	-2
COc1ccc(C)cc1NC(=O)COC(=O)Cc1ccc(-c2ccccc2)cc1	-4	i	-7	0	-6	-3	-0.8	-4	30
O=C(CNC(=O)N1CC(=O)Nc2ccccc21)NCCc1ccc(Cl)cc1	18	i	-1	-4	0	-2	0.8	14	-1

A second format for four compounds above:
structure: COc1ccc(S(=O)(=O)N2CCNCC2)cc1
  SKN-1 inh: -3
  Neddyl block: i
  MT1-MMP act inh: 1
  Rin1 Abl inh: -1
  eLon inh: -6
  bovine MsrA act: -1
  MsrA inh: -0.2
  CendR NRP1 mod: 2
  FAS-TE inh: -4

structure: COc1cccc(CNCCNC(=O)c2ccco2)c1OC
  SKN-1 inh: -7
  Neddyl block: i
  MT1-MMP act inh: -2
  Rin1 Abl inh: 0
  eLon inh: 7
  bovine MsrA act: -2
  MsrA inh: 1.2
  CendR NRP1 mod: 2
  FAS-TE inh: -7

structure: Cc1ccccc1C(=O)Nc1scc(-c2ccc(Br)cc2)c1C(=O)O
  SKN-1 inh: -4
  Neddyl block: i
  MT1-MMP act inh: -4
  Rin1 Abl inh: -3
  eLon inh: -1
  bovine MsrA act: -2
  MsrA inh: 1.0
  CendR NRP1 mod: -15
  FAS-TE inh: -2

structure: CCOc1ccccc1CNCCN1CCOCC1
  SKN-1 inh: 1
  Neddyl block: i
  MT1-MMP act inh: 5
  Rin1 Abl inh: 1
  eLon inh: 5
  bovine MsrA act: -1
  MsrA inh: 0.5
  CendR NRP1 mod: -8
  FAS-TE inh: -7

(list continues)
SMILES	SKN-1 inh	Neddyl block	MT1-MMP act inh	Rin1 Abl inh	eLon inh	bovine MsrA act	MsrA inh	CendR NRP1 mod	FAS-TE inh
COc1ccc(OC)c(S(=O)(=O)N2CCCC(C(=O)NCCc3ccccc3)C2)c1 (stereo not drawn)	5	i	-3	0	2	-3	-0.1	8	0
Cc1ccc(C(=O)/C=C/c2ccc(-c3ccc(C)cc3)o2)cc1	-1	i	-19	-2	-26	-3	-2.2	-20	9
COC(=O)c1ccc(C)c(NC(=O)c2ccc(CN3CCc4ccccc4C3)cc2)c1	-1	i	1	0	2	-4	0.1	-2	16
O=S(=O)(Cc1nnnn1-c1ccc(Br)cc1)c1ccccc1	26	i	1	3	2	0	-1.2	-3	-4
CN1C(=O)C(C)(C)c2cc(S(=O)(=O)N3CCC(C(=O)NCc4ccc(F)cc4)CC3)ccc21	4	i	0	7	-8	1	0.0	-5	3
COc1ccc(C2C(C(=O)N3CCN(c4ccc(OC)cc4)CC3)c3ccccc3C(=O)N2C)cc1 (stereo not drawn)	0	i	-1	-1	-5	-1	0.6	3	-5
CC(CC(=O)OCC(=O)NC1CCS(=O)(=O)C1)c1ccccc1 (stereo not drawn)	1	i	-1	2	1	-7	0.1	15	-3
COc1cc(/C=N/Nc2ccc3ccccc3c2)ccc1OC(=O)c1ccco1	0	i	-7	-1	-1	-1	0.5	-2	-3
Cc1sc(N/N=C/C=C/c2ccccc2)nc1-c1ccccc1	-7	i	-5	-1	-8	-12	0.8	-6	4
CCC(C(=O)OC)n1cnc2c(nnn2-c2ccc(C)cc2)c1=O (stereo not drawn)	1	i	0	-1	-9	-7	-0.4	-3	-2
Cn1c(C(=O)N2CCCC(C(=O)NCCN3CCOCC3)C2)cc2sccc21 (stereo not drawn)	7	i	0	-1	1	-4	-0.3	-1	-9
CCOc1ccccc1NC(=S)NCc1ccccc1	2	i	6	0	-3	1	0.2	6	-3
C/C(=N/NC(=O)c1ccncc1)c1ccc(NC(=O)c2ccccc2)cc1	-1	i	0	0	-10	-3	-0.1	-7	-3
CSC1=NCCN1C(=O)c1ccc(Br)o1	-11	i	-3	3	8	-7	0.8	-3	-2
O=C1CCC[C@@H]2C[C@@]3(C[C@@H]4CCN1[C@H]24)Nc1cc(Cl)ccc1NC3=NCc1ccccc1	8	i	0	0	-3	1	0.0	14	2
CC(=O)n1cc([C@H]2C=C(C(=O)NCc3ccccc3)O[C@@H](OCCCCO)C2)c2ccccc21	-16	i	-4	2	-16	-3	-0.3	-20	7
Cc1ccccc1NC(=O)CCc1c(C)nn(-c2ccc(N3CCCCC3)nn2)c1C	11	i	-3	4	-1	-9	-1.2	6	-5
O=C(CN1C(=O)C2CC=CCC2C1=O)Nc1cc(C(F)(F)F)ccc1N1CCCC1 (stereo not drawn)	5	i	-3	-1	-11	0	0.1	-6	10
O=C(Nc1ccc(F)c(Cl)c1)c1cccnc1	1	i	9	0	2	-11	-0.6	0	-5
Cc1cc(NC(=O)CSc2nnc(C)n2-c2ccccc2)no1	2	i	4	0	-8	-2	1.8	-3	-3
COc1ccc(N2CCN(C(=O)c3ccccc3Br)CC2)c([N+](=O)[O-])c1	0	i	-3	1	-5	-4	1.0	1	4
COC(=O)[C@H](Cc1ccccc1)NC(=O)NCCc1ccc(OC)cc1	7	i	-1	1	-8	-1	0.4	10	1
CCCSc1nc2c(c(=O)[nH]c(=O)n2C)n1C	-9	i	-16	-3	-5	-6	-1.3	13	-4

This is a random part of the collection. About 4.2% of those tested had a hit in this group.
